Assay outcomes as filed in PubChem BioAssay.
CCR6 antag = CCR6 (human) receptor antagonism; 340,000 compounds, 0.49% hits; CHO-K1 CCR6 PathHunter beta-arrestin, luminescence, CCL20-stimulated; inhibition, % at 20 µM; P51684;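 active means compounds whose inhibition of the agonist-driven luminescence signal at 20 µM reaches about 50%, limit read from the data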;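 further: cells stimulated with CCL20 at 14 nM final; plate controls were DMSO with CCL20 for no effect and DMSO without agonist for full effect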
Target sequence (P51684 whole entry, looked up): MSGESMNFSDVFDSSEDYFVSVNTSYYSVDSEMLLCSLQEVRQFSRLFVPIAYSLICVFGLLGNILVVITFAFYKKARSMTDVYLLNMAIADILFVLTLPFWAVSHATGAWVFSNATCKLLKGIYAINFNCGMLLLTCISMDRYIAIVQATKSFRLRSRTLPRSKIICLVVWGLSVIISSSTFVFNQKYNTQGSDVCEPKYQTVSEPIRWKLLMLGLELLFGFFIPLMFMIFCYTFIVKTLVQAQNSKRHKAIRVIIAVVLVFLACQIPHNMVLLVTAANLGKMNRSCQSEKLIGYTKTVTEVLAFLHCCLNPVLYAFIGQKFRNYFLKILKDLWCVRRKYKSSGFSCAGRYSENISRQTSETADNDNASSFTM
APJ agonist = APJ receptor agonism; CHO-K1 APJ PathHunter beta-arrestin, luminescence; 0% DMSO wells, 100% apelin; activation, % at 20 µM; 330,000 compounds, 0.11% hits;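 active means activation more than six SD over the plate average, tested at 20 µM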;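 further: 0% = DMSO alone and 100% = apelin-13 at 10 nM; some results filed as inactive read as strong as hits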
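Material: engineered CHO-K1 APJ arrestin reporter cells; amount: 1000 CHO-K1 reporter cells seeded per well; incubation: compound stimulation 90 min at 25 °C, detection 60 min; signal: luminescent beta-gal fragment complementation, chemiluminescent substrate; read-out basis: APJ agonist activity; controls: DMSO-only wells as negative, 10 nM Apelin-13 as positive control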
UPR CHOP act = activators of apoptotic arm of unfolded protein response (CHOP); AID 449763; CHO-CHOP luciferase reporter, UPR activation, luminescence; percent of tunicamycin response over DMSO baseline; 330,000 compounds, 0.34% hits; activation, % at 10 µM;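 active means at 10 µM dose, activation of 40% or more, normalized to positive control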;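 further: 100% = tunicamycin at 10 µg/mL and 0% = DMSO alone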
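Assay system: CHO cells with stable CHOP pathway luciferase reporter; Buffer or medium: F12 plus 10% serum; Times: 16-18 h cell attachment, then 6 h compound exposure, 37 °C; Signal: luciferase luminescence; Read-out basis: percent activation relative to tunicamycin control; Control set: tunicamycin high control, DMSO low control.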
CXCR6 block = CXCR6 (human) receptor inhibition. CHO-K1 PathHunter CXCR6 beta-arrestin, luminescence. inhibition, % at 20 µM. 360,000 compounds, 0.36% hits. AID 602244; in the data active means inhibition above about 34%, passing the limit was not always enough;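 further: antagonist mode with CXCL16 agonist at 10 nM final; 0% = 10 nM CXCL16 with DMSO and 100% = unstimulated wells without agonist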
Target sequence (O00574 whole entry, looked up): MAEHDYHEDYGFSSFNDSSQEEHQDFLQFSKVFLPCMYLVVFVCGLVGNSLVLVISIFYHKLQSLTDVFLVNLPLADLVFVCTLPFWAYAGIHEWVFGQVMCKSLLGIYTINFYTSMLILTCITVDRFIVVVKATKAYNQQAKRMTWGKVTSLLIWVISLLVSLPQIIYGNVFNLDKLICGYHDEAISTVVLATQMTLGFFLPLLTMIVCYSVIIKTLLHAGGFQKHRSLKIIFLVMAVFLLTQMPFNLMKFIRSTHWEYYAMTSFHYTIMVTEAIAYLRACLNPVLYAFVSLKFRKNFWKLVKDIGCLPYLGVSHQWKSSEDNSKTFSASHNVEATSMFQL
EBI2 block = EBI2 (human) antagonism; P32249; EBI2 beta-arrestin recruitment, luminescence, 7a,25-OHC stimulated; inhibition, % at 5 µM; 360,000 compounds, 0.81% hits; AID 651636; in the data active means inhibition above about 38%;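 further: enzyme fragment complementation signal reports receptor beta-arrestin coupling in cells; 0% = agonist plus DMSO wells and 100% = wells without agonist; some results beyond the cut were filed as inactive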
APJ antag = APJ receptor antagonism. CHO-K1 APJ beta-arrestin complementation, luminescence. inhibition, % at 20 µM. 330,000 compounds, 0.32% hits. P35414;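 active means inhibition above about 40% at 20 µM, limit read from the data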;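 further: cells challenged with 10 nM apelin-13 agonist together with compound; plate controls were apelin-13 plus DMSO wells for no effect and DMSO wells lacking apelin-13 for full effect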
tim23-1 inh = inhibits growth of tim23-1 mutant yeast; S. cerevisiae tim23-1 growth, BacTiter-Glo luminescence, 24 h; inhibition, % at 20 µM; 330,000 compounds, 1.3% hits; AID 463212;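 active means growth inhibition of the mutant yeast at or above 50%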;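 further: temperature-sensitive mutant grown at 25 °C; plate controls were DMSO-treated mutant yeast for no effect and medium wells lacking yeast for full effect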
Mdm2-MdmX inh = human Mdm2/MdmX binding inhibition; 330,000 compounds, 3% hits; O15151+Q00987; inhibition, % at 8 µM; SaOS-2 split-luciferase Mdm2/MdmX complementation, luminescence; AID 485346;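 active means inhibition of at least 50% at 8 µM in the primary screen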
XBP1 UPR activ = activators of adaptive arm of unfolded protein response (XBP1) | 330,000 compounds, 0.33% hits | CHO-XBP1 luciferase reporter, IRE1-XBP1 UPR activation, luminescence; percent of tunicamycin response, DMSO as zero | activation, % at 20 µM;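 active means versus positive control, 20 µM dose yields 30% or more activation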;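 further: 100% = tunicamycin at 10 µg/mL and 0% = DMSO only wells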
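incubation = overnight seeding at 37 °C, 6 h compound treatment at 37 °C | assay system = CHO-XBP1 cells stably carrying IRE1-XBP1-driven luciferase reporter | input = 1000 cells per well | detection = luciferase luminescence | dosing = single point, 20 µM final compound, 1% DMSO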
Numbers without * were called inactive; . = no result given.

#1 O=C(Nc1nc(-c2ccc(S(=O)(=O)N3CCCCCC3)cc2)cs1)c1cccs1
#2 CCOC(=O)c1ccc(NC(=O)CN(c2ccc(C)cc2)S(=O)(=O)c2c(C)n[nH]c2C)cc1
#3 Cc1cc(Oc2ccccc2)nc(NCc2ccccc2)n1
#4 COc1ccccc1C1(CC(=O)N2CCCCC2)CCOC(C(C)C)C1 (stereo not given)
#5 CCS(=O)(=O)N1CCN(c2ccc(C(=O)NC34CC5CC(CC(C5)C3)C4)cc2[N+](=O)[O-])CC1
#6 O=c1oc2ccccc2c(N2CCCCC2)c1[N+](=O)[O-]
screen / no.	1	2	3	4	5	6
CCR6 antag	20	7	17	22	8	8
APJ agonist	-1	2	-1	-6	-4	-2
UPR CHOP act	-1.5	-0.1	1.5	-3.1	0.3	-1.3
CXCR6 block	11	0	2	9	5	1
EBI2 block	2	13	6	9	15	-7
APJ antag	9	-2	-1	-32	4	-8
tim23-1 inh	5	-9	4	34	-2	0
Mdm2-MdmX inh	17	-4	45	-3	17	5
XBP1 UPR activ	-3	-1	-2	0	3	0

#7 CCCN1CCN(C2CCCCC2NS(=O)(=O)c2ccc(Cl)cc2)CC1 (stereo not given)
#8 O=C1C2CCCCC2C(=O)N1c1ccc(NC2CCN(Cc3ccccc3)CC2)c([N+](=O)[O-])c1 (stereo not given)
#9 CCOC(=O)C1CCN(C(=O)Nc2cccc(Cl)c2)CC1
#10 Cc1cc(C)c2nc(SCC(=O)N(C)C3CCS(=O)(=O)C3)cc(C)c2c1 (stereo not given)
#11 CSc1ccccc1NC(=O)C1=CC(c2cccs2)=NS(=O)(=O)N1C
#12 O=C(C(=O)N1CCN(c2cccc(Cl)c2)CC1)N1CCCCC1
screen / no.	7	8	9	10	11	12
CCR6 antag	22	14	5	17	14	7
APJ agonist	1	-1	-5	-2	-5	-2
UPR CHOP act	0.9	2.0	0.2	0.9	1.2	-1.8
CXCR6 block	0	13	-7	.	8	3
EBI2 block	-7	-6	8	.	11	-1
APJ antag	-1	22	4	13	8	-13
tim23-1 inh	3	-3	-4	15	21	2
Mdm2-MdmX inh	16	16	6	-10	17	3
XBP1 UPR activ	5	-2	-1	-2	-1	0

#13 COCc1ccc(C(=O)N(C)C2CCCN(Cc3ccccc3F)C2)o1 (stereo not given)
#14 CS(=O)(=O)N1CCN(c2ccc(C(=O)NC34CC5CC(CC(C5)C3)C4)cc2[N+](=O)[O-])CC1
#15 O=C(NCCCn1ccnc1)C1CCN(S(=O)(=O)c2cc([N+](=O)[O-])ccc2Cl)CC1
#16 O=[N+]([O-])c1ccc(N2CCN(c3cccc(Cl)c3)CC2)nc1
#17 CCOc1cc(/C=N/NC(=O)NN(C)c2ncc(C(F)(F)F)cc2Cl)ccc1O
#18 O=C(CSc1ccc2nnc(-c3ccc(F)cc3)n2n1)N1CCCc2ccccc21
screen / no.	13	14	15	16	17	18
CCR6 antag	-4	21	-5	8	6	-13
APJ agonist	-2	0	8	-3	0	2
UPR CHOP act	3.7	0.2	-0.5	-1.2	1.4	-0.6
CXCR6 block	-7	-1	-8	4	6	0
EBI2 block	3	8	-22	9	6	8
APJ antag	-2	12	-21	13	-6	30
tim23-1 inh	9	12	4	7	-54	-5
Mdm2-MdmX inh	8	31	35	18	15	28
XBP1 UPR activ	-6	0	-2	-2	-3	-4

#19 N/C(=N\OC(=O)c1cccc([N+](=O)[O-])c1)c1cccnc1
#20 CCc1c(C(C)S(=O)(=O)c2ccc(C)cc2)[nH]c(=O)n1-c1ccc(OC(F)(F)F)cc1 (stereo not given)
#21 CCN(CC)S(=O)(=O)c1cccc(C(=O)OCC(=O)N2CC(=O)Nc3ccccc32)c1
#22 O=C(/C=C/c1ccco1)NC(=S)NNC(=O)c1ccco1
#23 Cc1ccc(N=Nc2cc(C)ccc2O)c(C)c1
#24 CN(C)c1ccc(CC(=O)c2nc3ccccc3s2)cc1
screen / no.	19	20	21	22	23	24
CCR6 antag	-3	-7	-6	18	21	12
APJ agonist	10	1	2	-3	-5	-3
UPR CHOP act	8.0	-0.2	0.2	-2.4	3.9	1.7
CXCR6 block	-22	-3	0	12	0	-13
EBI2 block	-3	3	4	-5	2	-6
APJ antag	-89	12	-13	31	15	13
tim23-1 inh	5	9	28	-25	10	23
Mdm2-MdmX inh	-16	0	5	15	-6	-12
XBP1 UPR activ	5	-4	0	-1	0	-1

Already shown: two of the compounds above.
#19 N/C(=N\OC(=O)c1cccc([N+](=O)[O-])c1)c1cccnc1
#20 CCc1c(C(C)S(=O)(=O)c2ccc(C)cc2)[nH]c(=O)n1-c1ccc(OC(F)(F)F)cc1 (stereo not given)
screen / no.	19	20
CCR6 antag	-3	-7
APJ agonist	10	1
UPR CHOP act	8.0	-0.2
CXCR6 block	-22	-3
EBI2 block	-3	3
APJ antag	-89	12
tim23-1 inh	5	9
Mdm2-MdmX inh	-16	0
XBP1 UPR activ	5	-4

The list goes on:
#25 O=C(Nc1ccc2c(c1)OCO2)O[C@@H]1C[C@H]2CCC(=O)N3CC[C@@H](C1)[C@@H]23
#26 COc1ccc(C(=O)C2CCCN(C(=O)Cn3ccc(C)n3)C2)cc1OC (stereo not given)
#27 O=C(N/N=C/c1cccnc1)c1ccccc1[N+](=O)[O-]
#28 CCC1CCC(N2CCN(c3ccccc3F)CC2)CC1 (stereo not given)
#29 COc1cccc(C2SCC(=O)N2c2ccc(Br)cc2)c1OC (stereo not given)
#30 O=C(NCC1CCN(C(=O)c2c(F)c(F)c(F)c(F)c2F)CC1)c1c(F)c(F)c(F)c(F)c1F
screen / no.	25	26	27	28	29	30
CCR6 antag	6	8	-6	-7	8	9
APJ agonist	5	-5	-3	-1	-2	10
UPR CHOP act	0.3	0.1	-0.4	-1.3	-2.8	0.3
CXCR6 block	2	1	2	-3	-4	5
EBI2 block	-3	6	-11	-10	24	-7
APJ antag	1	12	-4	10	-3	-6
tim23-1 inh	4	9	9	-47	24	-10
Mdm2-MdmX inh	8	-10	-9	20	8	15
XBP1 UPR activ	0	1	0	-2	0	-6

#31 COc1ccc(N(CC(=O)Nc2cc(C)ccc2C)S(=O)(=O)c2c(C)[nH]c(=O)[nH]c2=O)cc1
#32 O=C(Nc1nnc(CCN2CCCCC2)s1)c1ccccc1Cl
#33 Oc1c(Cl)cc(Cl)cc1/C=N/c1nc(-c2ccc(Cl)cc2)cs1
#34 O=C(NCCCN1CCOCC1)C(Sc1ccccc1)c1ccccc1 (stereo not given)
#35 Cc1ccc(N(CC(=O)N/N=C/c2ccc(OC3CSC3)cc2)S(=O)(=O)c2ccccc2)cc1
#36 CCOC(=O)COc1c(/C=N\O)cc(Cl)cc1OC
screen / no.	31	32	33	34	35	36
CCR6 antag	-5	7	5	9	5	14
APJ agonist	-3	-1	-4	-1	1	-4
UPR CHOP act	-0.4	-0.3	1.3	-2.5	1.8	-1.0
CXCR6 block	4	-1	4	-5	9	1
EBI2 block	-6	-6	-2	2	18	3
APJ antag	12	-8	-18	-31	0	15
tim23-1 inh	-5	14	41	12	-2	7
Mdm2-MdmX inh	18	18	1	0	-3	7
XBP1 UPR activ	-4	-3	0	-4	-1	-1

#37 C[C@H](NC(=O)c1nc[nH]c1C(=O)NC1CCN(C(=O)OC(C)(C)C)CC1)C(=O)OC(C)(C)C
#38 COc1ccccc1N1CCN(C(=O)c2cccc(C(=O)N3CCN(c4ccccc4OC)CC3)c2)CC1
#39 COc1ccc(C(=O)/C=C/c2cc(OC)c(O)c(OC)c2)c(F)c1
#40 COCCN(C(=O)Nc1ccc(OC)cc1)c1nc2ccccc2s1
#41 CC1CN(C(=O)COC(=O)c2c(Cl)cccc2Cl)CC(C)O1 (stereo not given)
#42 CNC(=O)/C(C#N)=C/c1c(N2CCCCCC2)nc2c(C)cccn2c1=O
screen / no.	37	38	39	40	41	42
CCR6 antag	1	-2	51*	8	3	18
APJ agonist	-1	5	-1	-2	-2	-5
UPR CHOP act	1.6	-0.4	2.0	0.8	-1.8	2.4
CXCR6 block	1	13	21	0	-13	5
EBI2 block	6	0	11	6	1	3
APJ antag	-4	-22	-4	-10	-10	-8
tim23-1 inh	13	8	46	30	6	39
Mdm2-MdmX inh	-8	24	51*	6	-5	19
XBP1 UPR activ	-2	-8	12	-2	-2	1

#43 O=C(CP(=O)(c1ccccc1)c1ccccc1)Nc1nc2ccc(Cl)cc2s1
#44 Cc1cc(C)c(NC(=O)CC(C)(C)C)c(Cl)c1
#45 CC(=O)N1CCN(CC(=O)Nc2cccc(S(=O)(=O)N3CCCCC3)c2)CC1
#46 CCN(CCO)C1CC(=O)N(c2ccccc2C)C1=O (stereo not given)
#47 O=c1c(/C=N/O)coc2ccc(Cl)cc12
#48 Cc1ccc(C(C)NC(=S)NC2CCCCC2)cc1C (stereo not given)
screen / no.	43	44	45	46	47	48
CCR6 antag	13	-20	15	-6	3	.
APJ agonist	-3	-4	-4	-1	0	12
UPR CHOP act	0.6	0.2	-0.3	-1.0	0.6	1.0
CXCR6 block	8	-1	9	-13	0	0
EBI2 block	-7	0	8	-4	-8	-9
APJ antag	10	10	4	-1	13	10
tim23-1 inh	15	12	13	8	42	55*
Mdm2-MdmX inh	24	1	20	19	10	7
XBP1 UPR activ	-2	-4	0	-2	-3	0

#49 COc1ccc(OC)c(Cc2nnc(CCC(=O)N3CCCCCC3)o2)c1
#50 Cc1ccccc1C(=O)NC(=S)Nc1cccc(NC(=O)C(C)C)c1
#51 O=C(/C=C/c1cccc([N+](=O)[O-])c1)NCc1cccnc1
#52 O=C(NCCCN1CCCC1=O)c1ccc(Cl)c(S(=O)(=O)N2CCCCC2)c1
screen / no.	49	50	51	52
CCR6 antag	2	10	15	6
APJ agonist	1	-1	-2	-4
UPR CHOP act	5.5	1.5	-3.6	1.4
CXCR6 block	4	0	0	-2
EBI2 block	-6	-12	0	-1
APJ antag	18	11	7	1
tim23-1 inh	12	-1	7	-16
Mdm2-MdmX inh	-38	6	24	6
XBP1 UPR activ	5	0	-4	-5

Some of the compounds tested; rates above refer to the full screens.
